# Source: PubChem
# CHT block = human CHT choline transport inhibition. Q9GZV3. CHT-expressing cells, membrane potential dye, choline response; hits give low values. B-score at 10 µM. 310,000 tested, 0.86% active;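 active means B-score over 3 SD under the library average, and starting fluorescence ratio not unusually high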;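 further: choline stimulus applied at its EC90 after an EC20 pre-addition; B-score computed on integrated fluorescence ratio after choline addition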
# KCNQ2 block = KCNQ2 channel blockers in CHO-K1 cells – cell-based, FluxOR thallium flux, B-score, primary screen (AID 2156). 20 min; hits give low values. B-score at 10 µM. 310,000 tested, 1.1% active. O88943;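 active means fluorescence ratio B-score at most minus 3 library SDs, with starting brightness B-score within 2 library SDs, cut at about -5.5 in these data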
# Target sequence (O88943 whole entry, looked up): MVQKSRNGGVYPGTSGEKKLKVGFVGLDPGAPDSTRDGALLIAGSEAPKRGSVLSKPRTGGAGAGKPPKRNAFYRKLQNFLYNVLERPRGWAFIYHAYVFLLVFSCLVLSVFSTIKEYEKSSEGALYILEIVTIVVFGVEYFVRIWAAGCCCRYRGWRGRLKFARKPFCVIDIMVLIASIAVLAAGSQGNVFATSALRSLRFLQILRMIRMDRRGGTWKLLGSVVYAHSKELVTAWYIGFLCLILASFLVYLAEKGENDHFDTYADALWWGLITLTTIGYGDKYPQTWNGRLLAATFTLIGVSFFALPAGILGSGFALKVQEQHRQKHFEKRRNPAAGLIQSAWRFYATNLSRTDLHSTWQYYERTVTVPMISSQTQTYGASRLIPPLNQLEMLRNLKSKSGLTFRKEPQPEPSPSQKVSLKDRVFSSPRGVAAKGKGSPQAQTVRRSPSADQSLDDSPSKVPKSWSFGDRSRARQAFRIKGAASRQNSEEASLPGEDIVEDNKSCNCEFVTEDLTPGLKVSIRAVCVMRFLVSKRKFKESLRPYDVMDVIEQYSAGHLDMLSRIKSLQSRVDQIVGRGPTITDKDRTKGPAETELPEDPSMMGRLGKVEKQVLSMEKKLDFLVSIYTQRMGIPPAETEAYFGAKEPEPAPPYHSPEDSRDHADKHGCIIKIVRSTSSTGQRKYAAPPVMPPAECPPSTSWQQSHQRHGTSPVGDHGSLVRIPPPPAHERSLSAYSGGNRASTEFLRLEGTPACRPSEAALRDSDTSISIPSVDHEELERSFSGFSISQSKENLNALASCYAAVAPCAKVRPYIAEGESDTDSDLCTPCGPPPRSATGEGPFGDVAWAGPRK
# The depositor's hits bear a star; i = inactive; nt = not tested or not shown.
CHT block	KCNQ2 block	Compound
i	i	N=C1c2ccccc2CN1c1ccc(N2CCOCC2)c(S(=O)(=O)Nc2ccc(Cl)cc2)c1
i	i	O=C(Nc1nccs1)c1ccc2c(c1)C(=O)N(Cc1cccnc1)C2=O
i	i	CCN(CC)CCNC(=O)Cc1nn(Cc2ccccc2)c(=O)c2ccccc12
i	i	COC(=O)c1ccc2c(=O)n(CCCCCC(=O)NCc3ccccn3)c(=O)[nH]c2c1
i	i	O=C(Nc1ccccc1C(F)(F)F)NC1CCCCC1
i	i	COc1ccc(/C=C2\SC(=O)N(CC(=O)NNC(=O)c3ccccc3O)C2=O)cc1
i	i	Nc1cc(N)nc(CS)n1
i	i	CCN1CCN(C(=O)CS(=O)(=O)Cc2nc(-c3ccccc3C)oc2C)CC1
i	i	COC(=O)Cc1ccc(NC(=O)c2ccc(C)c(C)c2)cc1
i	i	CCOC(=O)c1c(C)nc2sc3c(=O)[nH]cnc3c2c1-c1ccc(OC)cc1
i	i	O=C(Nc1cccc(F)c1)C1CC(=O)N(c2ccc(Cl)cc2)C1 (configuration not stated)
i	-6.4*	Cc1nc(C(=O)Nc2cc(Cl)ccc2Cl)nn1-c1cc(OC(C)C)c(Cl)cc1Cl
i	i	CC(=O)N(CCN1CCOCC1)Cc1cc2cc3c(cc2nc1Cl)OCO3
i	i	O=C(NCCc1ccccc1)Nc1cccc(Cl)c1
i	i	Cc1ccc2c(c1)C(c1ccc(F)cc1)N(C(=O)c1ccccc1Br)CC(=O)N2 (configuration not stated)
i	i	COc1ccc(-n2cnc3scc(-c4ccccc4)c3c2=O)cc1
i	i	CCOc1cc(/C=C2/C(=O)N(c3ccccc3)N=C2C)ccc1OC(=O)c1ccco1
i	i	CC(C)(C)C(=O)NC(=S)Nc1cc(C(=O)O)ccc1Cl
i	i	O=S1(=O)CC2NC(=S)N(c3cccc(Br)c3)C2C1 (configuration not stated)
i	i	CCN1CCc2c(OCC(=O)Nc3ccc4c(c3)OCCO4)cccc2C1=O
i	i	COc1cc(/C=N\N=C2/SC(CC(=O)O)C(=O)N2c2ccc(O)cc2)ccc1O (configuration not stated)
i	i	CC(C)(C)C(=O)Nc1ccccc1C(=O)Nc1cccnc1
i	i	COc1ccc(C(=O)CSc2nnc(CNC(=O)c3ccc(OC)c(OC)c3)n2C)cc1
i	i	O=C(NC1CCCCC1)c1cccnc1C(=O)O
i	i	CCOC(=O)C1=C(N)Oc2cc(C)n(CCc3ccc(OC)c(OC)c3)c(=O)c2C1c1cccnc1 (configuration not stated)
i	i	Cc1ccccc1CN1CCN(C/C=C/c2ccccc2)CC1
i	i	Cc1cc(C)c(NC(=O)C2CCC(=O)N2)c(C)c1 (configuration not stated)
i	i	CC(C)OC(=O)c1c(NS(=O)(=O)c2ccccc2)sc2c1CCCC2
i	i	Cc1ccc(C(=O)NC(=S)Nc2cc(C(F)(F)F)ccc2Cl)cc1
i	i	O=C(O)c1cccc(N/N=C/c2cccc3ccccc23)c1
i	i	Cc1ccc(S(=O)(=O)NC(CC(=O)n2nc(C)cc2C)c2ccccc2)cc1 (configuration not stated)
i	i	Cc1cccn2c(=O)c(C=O)c(N3CCN(c4ccc(F)cc4)CC3)nc12
i	i	CC(=O)c1ccc(OCc2cccc(C(F)(F)F)c2)cc1O
i	i	O=Cc1ccccc1OCc1ccc2c(c1)OCO2
i	i	CN1CCN(S(=O)(=O)c2ccc3[nH]cc(C(=O)O)c(=O)c3c2)CC1
i	i	CC(NC(=O)CN(C)Cc1cccc(Cl)c1)c1ccccc1 (configuration not stated)
i	i	COc1ccc(CCN(C)CC(O)c2ccccc2)cc1OC (configuration not stated)
i	i	CCOC(=O)C1CCN(C(=O)COc2ccc(N(C)S(=O)(=O)c3ccc(OCC)cc3)cc2)CC1
i	i	CCCCN(C(=O)c1ccc(S(=O)(=O)N2CCCC2)cc1)C1CCS(=O)(=O)C1 (configuration not stated)
i	i	COc1cc(C)c(CN2CCC(Cc3ccccc3)CC2)cc1C
i	i	COc1ccc(C(=O)N2CCCC(c3nc(-c4cc(OC)c(OC)c(OC)c4)no3)C2)cc1 (configuration not stated)
i	i	O=C(NCC1CCCO1)c1nc2c(nnn2Cc2ccccc2Cl)c(=O)[nH]1 (configuration not stated)
i	i	CC(C)N1CC(C(=O)Nc2cc(Cl)cc(Cl)c2)CC1=O (configuration not stated)
i	i	COc1ccc(NC(=O)c2cccc(NC(=O)C(C)C)c2)c([N+](=O)[O-])c1
i	i	CCOc1cc(N2CCOCC2)c(OCC)cc1NC(=O)Cn1[nH]c(=O)c2ccccc2c1=O
i	i	Cc1ccc(S(=O)(=O)N2CCCC2C(=O)NCc2ccc3c(c2)OCO3)cc1 (configuration not stated)
i	i	O=[N+]([O-])c1cc(C(F)(F)F)ccc1Sc1nccn1Cc1ccccc1
i	i	CCOc1ccccc1C(=O)NC(CO)C(=O)O (configuration not stated)
i	i	Fc1cc(Cl)ccc1NC(=S)NCCN1CCOCC1
i	i	O=[N+]([O-])c1ccc(N2CCCC2)cc1NC1CC1
i	i	Cc1ccc(S(=O)(=O)N2CCOCC2)cc1NC(=O)COC(=O)CNC(=O)c1ccc(Oc2ccccc2)cc1
i	i	O=C(Cc1ccc(Cl)c(Cl)c1)Nc1ccc2[nH]c(=O)[nH]c2c1
i	i	CCN1CC(=O)Nc2cc(S(=O)(=O)N3CCOCC3)ccc21
i	i	N#Cc1c2c(c(NCCN3CCOCC3)n3c1nc1ccccc13)CCCC2
i	i	Cc1ccc(S(=O)(=O)N(C(=N)N)c2nc(N(C)C)nc(N(C)C)n2)cc1
i	i	Cc1cc(NC(=O)C(=O)NCCN2CCN(S(C)(=O)=O)CC2)ccc1Br
i	i	CCN1CCN(C(=O)C(=O)c2cn(CC(=O)N3CCCCCC3)c3ccccc23)CC1
i	i	O=C(CN(c1ccc2c(c1)OCCO2)S(=O)(=O)c1ccccc1)Nc1ccc2c(c1)OCO2
i	i	CCOC(=O)Cc1nn(Cc2ccccc2)c(=O)c2ccccc12
i	i	CN(C)S(=O)(=O)c1cc(NC(=O)CNCc2ccc(F)cc2)ccc1Cl

# The listing continues.
CHT block	KCNQ2 block	Compound
i	i	COc1cc(SC)ccc1C(=O)NCCCn1ccnc1
i	i	COc1ccccc1NC(=O)CN(Cc1ccco1)C(=O)c1ccc(-n2nc(C)cc2C)cc1
i	i	O=C(O)c1cccc(Nc2ccc3nonc3c2[N+](=O)[O-])c1
i	i	CCC(CC)NC(=O)/C=C/c1cccc([N+](=O)[O-])c1
i	i	C[C@]12C=CC(=O)C=C1CC[C@@H]1[C@@H]2[C@@H](O)C[C@@]2(C)[C@H]1CC[C@]2(O)C(=O)COC(=O)CCC(=O)O
i	i	CC(OC(=O)c1ccncc1)C(=O)Nc1ccc([N+](=O)[O-])cc1Cl (configuration not stated)
i	i	Cc1cc(C)c(C)c(S(=O)(=O)NC(C(=O)O)C(C)C)c1C (configuration not stated)
i	i	CC1CCN(S(=O)(=O)c2ccc(Br)s2)CC1
i	i	Cc1cc(C)cc(N=Cc2[nH]c3ccc(Br)c(Cl)c3c2O)c1
i	i	Cc1sc2ncnc(N3CCC(C(=O)Nc4ccc(Cl)cc4Cl)CC3)c2c1C
i	i	COc1ccc(/C=C2\SC(=S)N(CCCC(=O)Nc3ccccc3C(=O)O)C2=O)cc1OC
i	i	COc1ccc(Cc2c(O)nc(SCC(C)C)[nH]c2=O)cc1
i	i	Cc1ccc(CN(C(=O)c2csnn2)C(C(=O)NC2CCCC2)c2ccc(C)o2)cc1 (configuration not stated)
i	i	CCOC(=O)N1CCC(Nc2c(N3CCN(c4cccc(C(F)(F)F)c4)CC3)c(=O)c2=O)CC1
i	i	CCS(=O)(=O)N1Cc2ccccc2CC1C(=O)NCc1cccc(OC)c1 (configuration not stated)
i	i	COc1ccccc1OCC(=O)NCC(c1cccs1)N1CCOCC1 (configuration not stated)
i	i	Cc1cc(-c2nnc(CCC(=O)NC(C)c3ccccc3Cl)o2)no1 (configuration not stated)
i	i	O=[N+]([O-])c1cccnc1Oc1ccc(C2SCCS2)cc1
i	i	COc1ccc(OC)c(-c2cc(C(=O)N/N=C/c3ccc(F)cc3)c3ccccc3n2)c1
i	i	CC(=O)Nc1ccc(N(C(=O)CNC(=O)c2cccs2)C(C(=O)NC(C)(C)C)c2ccccc2)cc1 (configuration not stated)
i	i	CCOc1ccc(NC(=O)C2CCN(C(=O)C3CC(=O)N(c4ccc(C)cc4)C3)CC2)cc1 (configuration not stated)
i	i	CCn1cc(C(=O)NCCCN2CCC(C)CC2)c(=O)c2cc(S(=O)(=O)N3CCOCC3)ccc21
i	i	CCCc1ccc(-c2ccc(-c3noc(-c4ccncc4)n3)cc2)nc1
i	i	C=CCOC(=O)C1=C(C)N=C2SCCC(=O)N2C1/C=C/c1ccccc1 (configuration not stated)
i	i	O=C(COC(=O)Cc1ccccc1F)Nc1cc(S(=O)(=O)N2CCOCC2)ccc1N1CCCC1
i	i	Cc1ccc(S(=O)(=O)NCC(=O)NCC(=O)OCc2c(F)cccc2Cl)cc1
i	i	O=C1CC(C(=O)O)S/C(=N\N=C\c2ccc(Br)cc2)N1 (configuration not stated)
i	i	CSc1nsc(SCC(=O)Nc2ccccc2C(=O)O)n1
i	i	CCOC(=O)c1c(NC(=O)c2nn(C)cc2[N+](=O)[O-])sc(C)c1C
i	i	CCCC(c1nnnn1CC1CCCO1)N1CCN(c2cc(Cl)ccc2C)CC1 (configuration not stated)
i	i	Cc1ccc(-n2nc3c(c2NC(=O)c2ccco2)CS(=O)(=O)C3)c(C)c1
i	i	CCc1ccc(NC(=O)C(=O)NNC(=O)c2cccc(OC)c2)cc1
i	i	CCOC(=O)N1CCc2c(sc3nc4n(c(=O)c23)N=C(c2ccc(OC)cc2)CS4)C1
i	i	OCCC1CN(Cc2cnc(-c3ccc(Cl)cc3)nc2)CCN1C1CCCC1 (configuration not stated)
i	i	CSc1nsc(SCc2ccc(F)cc2)n1
i	i	Cc1noc(C)c1S(=O)(=O)Nc1ccc(O)c2c(=O)cc(-c3ccccc3Cl)oc12
i	i	Cc1cccc(C)c1NC(=O)CN(C)C(=O)C1CCN(c2ncnc3sc(C)c(C)c23)CC1
i	i	Cc1cccc(/C=C2/SC(=O)N(Cc3ccccc3Cl)C2=O)n1
i	i	O=C1Nc2cc(Cl)c(Cl)cc2N(O)N1c1ccccc1
i	i	CCOc1ccc(OCCC(=O)N(CC(=O)Nc2ccccc2C(F)(F)F)Cc2ccco2)cc1
i	i	CCCN1CCN(CCCNC(=O)c2cc3c(s2)-c2ccccc2OC3)CC1
i	i	COc1cc(O)c(C(CCN2CCCCC2)c2ccc(N(C)C)cc2)c(OC)c1 (configuration not stated)
i	i	COc1ccc(-c2[nH]ncc2CN2CCN(C3CCCCC3)C(=O)C2)cc1F
i	i	CO/N=C/C(C#N)=C/c1ccc(OC)c(OC)c1
i	i	CC(=O)Nc1ccc(S(=O)(=O)NCCNC(=O)c2ccccc2F)cc1
i	i	COc1ccc(/C=N/NC(=O)CCC(=O)Nc2ccc(Br)cc2)c(OC)c1
i	i	CC(=O)c1c(C)[nH]c(C(=O)COC(=O)CCSc2ccccc2)c1C
i	i	CCOc1ccc(CN(C(=O)c2cc3ccccc3oc2=O)C2CC2)cc1
i	i	CC1(C)CC(=O)C(CC(=O)Nc2cc(C(F)(F)F)ccc2Cl)C(=O)C1
i	i	CC(/C=C/c1ccc2c(c1)OCO2)=N/NC(=O)CNc1ccc(C)cc1
i	i	O=C(CN1C(=O)COc2ccccc21)c1cccc(Cl)c1
nt	i	CCN(C(=O)CCc1nc(-c2ccccc2F)no1)c1cc(OC)ccc1OC
i	i	CCCCN(C)CCCNC(=O)c1cc(-c2cccs2)nc2ccccc12
i	i	COCc1cc(C)n(CC(=O)Nc2cccc(C)c2)c(=O)c1C#N
i	i	COc1cc(NS(=O)(=O)c2ccc(NC(=O)COc3cccc(C)c3)cc2)nc(OC)n1
i	i	COC(=O)c1cc2sc(Cl)cc2n1CC(=O)NCCC(C)C
i	i	CC(C)(CO)NS(=O)(=O)c1ccc2c(c1)oc(=O)c1cc(S(=O)(=O)NC(C)(C)CO)ccc12
i	i	O=C(NCCCN1CCCCC1)C1CC(=O)N(CCc2ccccc2)C1 (configuration not stated)
i	i	COC(=O)C1=NNC2C(=O)N(C3CCCCC3)C(=O)C12 (configuration not stated)
i	i	CC(C)(C)C(=O)Nc1ccnn1C1CCN(C(=O)c2cccc(Cl)c2)CC1

# 7 successive records from above, quoted:
CHT block	KCNQ2 block	Compound
i	i	COCc1cc(C)n(CC(=O)Nc2cccc(C)c2)c(=O)c1C#N
i	i	COc1cc(NS(=O)(=O)c2ccc(NC(=O)COc3cccc(C)c3)cc2)nc(OC)n1
i	i	COC(=O)c1cc2sc(Cl)cc2n1CC(=O)NCCC(C)C
i	i	CC(C)(CO)NS(=O)(=O)c1ccc2c(c1)oc(=O)c1cc(S(=O)(=O)NC(C)(C)CO)ccc12
i	i	O=C(NCCCN1CCCCC1)C1CC(=O)N(CCc2ccccc2)C1 (configuration not stated)
i	i	COC(=O)C1=NNC2C(=O)N(C3CCCCC3)C(=O)C12 (configuration not stated)
i	i	CC(C)(C)C(=O)Nc1ccnn1C1CCN(C(=O)c2cccc(Cl)c2)CC1

# Additional structures:
CHT block	KCNQ2 block	Compound
i	i	CN(C)/N=C/c1c(O)ccc2ccccc12
i	i	O=C(C1=C[C@H](c2ccc(C(F)(F)F)cc2)C[C@H](OCc2ccc(CO)cc2)O1)N1CCOCC1
i	i	COC(=O)CSc1ccc(-c2nc3ccc(C)cc3[nH]2)cn1
i	i	CCOC(=O)Cc1csc(NC(=O)CSc2nnnn2-c2ccc(C)c(C)c2)n1

# Single records (already shown).
# Results for `CCOC(=O)Cc1csc(NC(=O)CSc2nnnn2-c2ccc(C)c(C)c2)n1` = CHT block = i; KCNQ2 block = i
# Results for `CN(C)/N=C/c1c(O)ccc2ccccc12` = CHT block = i; KCNQ2 block = i
